Screening results deposited in PubChem BioAssay by several laboratories.
Neddyl block – inhibitors of cullin neddylation, primary screen, biochemical, TR-FRET, uHTS, NAE and Ubc12. NEDD8-conjugating enzyme Ubc12 (Homo sapiens) + NEDD8-activating enzyme E1 regulatory …. calls only at 25 µM. 360,000 compounds, 0.58% hits; in the data active = inhibition above about 36%
Rin1 Abl inh – inhibitors of Rin1-Abl protein binding, primary screen, biochemical, TR-FRET | inhibition, % at 7.35 µM | AID 588664, 2011 | 360,000 compounds, 0.4% hits | Tyrosine-protein kinase ABL1 (Homo sapiens) + Ras and Rab interactor 1 (Homo sapiens), …; in the data active = inhibition above about 5%, passing the limit was not always enough
CendR NRP1 mod – modulators of CendR peptide binding to NRP-1, primary screen, biochemical, fluorescence polarization, uHTS; Neuropilin-1 (Homo sapiens), O14786; FAM-RPARPAR peptide binding to NRP-1; inhibition, % at 25 µM; 360,000 compounds, 0.85% hits; AID 602438, 2012;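 active = inhibition or corrected inhibition above about 18%, plus a signal ratio from 0.5 to 1.5, limit read from the data, passing the limit was not always enough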; note: strong numbers were not always called active
MsrA act – bovine MsrA enzyme activators, primary screen, biochemical, absorbance, HTS; Methionine sulfoxide reductase A (Bos taurus); purified bovine MsrA, absorbance read-out; activation, % at 10.6 µM; 360,000 compounds, 0.3% hits; AID 602163, 2012; in the data active = activation above about 7.5%;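 note: 0% = vehicle and 100% = reference activator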
FAS TE block – FAS thioesterase domain inhibitors, primary screen, biochemical, fluorescence intensity, uHTS | Fatty acid synthase (Homo sapiens), P49327 | recombinant FAS-TE, OMFH fluorogenic substrate, fluorescence endpoint | inhibition, % at 15 µM | 360,000 compounds, 0.67% hits;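 active = compounds whose normalised, plate-corrected inhibition of enzyme fluorescence in the single-dose primary screen is 50% or more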;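 note: 0% = DMSO with enzyme and 100% = substrate without enzyme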
eLon inh – inhibitors of E. coli Lon protease, primary screen, biochemical, fluorescence polarization; P0A9M0; purified E. coli Lon protease; inhibition, % at 7.94 µM; 360,000 compounds, 0.42% hits; in the data active = inhibition above about 13%, passing the limit was not always enough;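 note: 0% = enzyme with probe and DMSO and 100% = no enzyme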
MT1-MMP act inh – blockers of MT1-MMP proenzyme processing, primary screen, HT1080 RFP-PRO-GFP cells, GFP/RFP fluorescence. GFP/RFP ratio fluorescence, overnight; percent of plate control window, DMSO zero. GFP/RFP ratio change, % at 20 µM. 360,000 compounds, 0.061% hits;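 active = GFP/RFP ratio change of at least 30% with cell ATP level not reduced by more than half and red fluorescence within 50% of control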; note: strong numbers were not always called active
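Assay system – RFP-PRO-GFP reporter HT1080 cells · Compound dosing – single dose of 20 µM compound, 1% DMSO final · Incubation – overnight compound exposure at 37 °C · Measure – GFP/RFP fluorescence ratio · Benchmarks – DMSO wells and RFP-L50D-GFP cells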
MLLE-PAM2 inh – inhibitors of PABP1 MLLE–PAM2 peptide binding, primary screen, biochemical, fluorescence polarization, FITC-PAM2, GST-MLLE; Polyadenylate-binding protein 1 (Homo sapiens), P11940; inhibition, % at 20 µM; 360,000 compounds, 0.36% hits; AID 588489, 2011; in the data active = inhibition above about 35%, passing the limit was not always enough;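 note: plate controls were DMSO wells with GST-MLLE for no effect and wells lacking GST-MLLE protein for full effect; some results filed as inactive read as strong as hits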
Target sequence (P11940 whole entry, looked up): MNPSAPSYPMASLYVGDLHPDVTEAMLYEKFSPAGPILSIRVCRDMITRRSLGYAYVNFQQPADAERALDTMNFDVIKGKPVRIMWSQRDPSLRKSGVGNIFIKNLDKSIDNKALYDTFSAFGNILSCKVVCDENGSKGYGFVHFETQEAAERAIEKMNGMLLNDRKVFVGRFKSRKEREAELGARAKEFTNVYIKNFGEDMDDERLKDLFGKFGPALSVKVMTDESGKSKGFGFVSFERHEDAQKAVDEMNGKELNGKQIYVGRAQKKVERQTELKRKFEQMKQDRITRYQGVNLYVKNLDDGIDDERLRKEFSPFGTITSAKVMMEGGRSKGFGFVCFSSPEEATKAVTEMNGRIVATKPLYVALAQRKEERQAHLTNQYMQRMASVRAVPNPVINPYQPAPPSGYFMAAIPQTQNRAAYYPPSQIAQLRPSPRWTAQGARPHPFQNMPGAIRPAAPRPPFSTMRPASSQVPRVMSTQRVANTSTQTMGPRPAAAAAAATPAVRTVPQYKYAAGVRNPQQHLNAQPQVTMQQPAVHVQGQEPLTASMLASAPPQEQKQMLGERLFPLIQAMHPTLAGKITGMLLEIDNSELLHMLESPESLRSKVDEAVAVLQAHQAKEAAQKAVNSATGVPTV
SKN-1 block – suppressors of acrylamide-induced Pgst-4::GFP reporter in worms, primary screen, SKN-1 inhibitor project, whole organism, uHTS, GFP/RFP fluorescence ratio, strain VP596. C. elegans VP596 Pgst-4::GFP/RFP ratio, 24 h. inhibition, % at 21.8 µM. 360,000 compounds, 0.49% hits. AID 624304, 2012;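 active = interference check ratio from 0.5 to 1.5 plus GFP to RFP signal ratio inhibition reaching or exceeding a fixed threshold, cut at about 30% in these data, passing the limit was not always enough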; note: some compounds called inactive have numbers as strong as hits
The depositor's hits bear a star; i = inactive; . = not tested or not shown; + = active, no number.

SMILES	Neddyl block	Rin1 Abl inh	CendR NRP1 mod	MsrA act	FAS TE block	eLon inh	MT1-MMP act inh	MLLE-PAM2 inh	SKN-1 block
Cc1ccc2[nH]c(C(=O)N3CCN(C(c4ccccc4)c4ccccc4)CC3)cc2c1	i	0	15	-1	32	-2	0	-4	10
COc1ccc(-c2cc3ccc(O)cc3oc2=O)cc1	i	-1	-20	-12	-5	15	-4	-6	6
NC(=O)Nc1ccc(F)cc1	i	3	-6	-2	-5	-7	1	2	-21
CCN(CC)c1ccc(/C=C2\CCC(/C=C(\C#N)C(=O)Nc3ccccc3F)=C2N2CCOCC2)cc1	i	0	-64	-8	41	-33	69	-78	24
O=C(Nc1nc2ccccc2n1CCN1CCCCC1)c1ccco1	i	-1	16	-3	-3	-2	0	1	4
CC1CN(c2ncnc3c2c(-c2ccccc2)cn3-c2ccc(F)cc2)CC(C)O1 (configuration not stated)	i	0	-6	-2	29	7	2	7	13
O=C(C=Cc1ccco1)c1ccc([N+](=O)[O-])cc1	i	-1	21	-2	-3	-2	0	-2	8
CCCCCC(=O)Nc1cccc(C2=NOC3(C2)C[C@H](C(N)=O)N(C(=O)COc2ccc(Cl)cc2)C3)c1 (some centres not stated)	i	3	-4	-4	-2	-1	2	0	17
Cc1noc(C)c1CSCC(=O)Nc1nc2ccc(S(C)(=O)=O)cc2s1	i	2	2	-4	-4	-10	-6	-49	-10
O=c1nc2cccc3c2=c(/c1=C(\O)c1ccccc1)c1ccccc1c3=O	i	-2	8	-2	-1	-1	-14	23	4
CC(C)(C)n1cnc2cc(NS(=O)(=O)c3ccc(Br)cc3)ccc21	i	0	4	-8	3	-3	0	-8	-3
CC(=O)Nc1ccc(S(=O)(=O)N2CCSC2C(=O)O)cc1 (configuration not stated)	i	0	2	-2	-11	-5	4	3	3
CC1CC(C)CN(C(=O)Cn2nnc(-c3ccc(Br)cc3)n2)C1 (configuration not stated)	i	-1	-4	-4	2	8	5	-3	-8
O=C(Nc1ccc(N2CCCC2)c(Cl)c1)c1ccc([N+](=O)[O-])cc1	i	5	-2	-1	14	4	7	14	-2
O=C(NC(=O)c1ccc(Cl)cc1)Nc1cc(N2CCCCC2)ncn1	i	-3	-3	-4	-7	6	10	-6	-11

In the list so far, 2 have bromine.
SMILES	Neddyl block	Rin1 Abl inh	CendR NRP1 mod	MsrA act	FAS TE block	eLon inh	MT1-MMP act inh	MLLE-PAM2 inh	SKN-1 block
CC(C)(C)n1cnc2cc(NS(=O)(=O)c3ccc(Br)cc3)ccc21	i	0	4	-8	3	-3	0	-8	-3
CC1CC(C)CN(C(=O)Cn2nnc(-c3ccc(Br)cc3)n2)C1 (configuration not stated)	i	-1	-4	-4	2	8	5	-3	-8

(listing goes on)
SMILES	Neddyl block	Rin1 Abl inh	CendR NRP1 mod	MsrA act	FAS TE block	eLon inh	MT1-MMP act inh	MLLE-PAM2 inh	SKN-1 block
CCOc1ccc(/C=C/C(=O)Oc2ccc(OC)cc2)cc1	i	1	-4	-2	10	4	0	-11	-3
Cc1cccc(NC(=O)Cn2c(/C=C/c3ccccc3)nc3ccccc32)c1	.	-5	-7	-2	8	-4	-2	7	-6
CCOC(=O)C1CCN(Cc2cc(=O)n3c(-c4ccccc4)csc3n2)CC1	i	-1	12	-10	-8	-4	0	-6	-7
O=C(CC1COc2ccccc2O1)NC1CCCCC1 (configuration not stated)	i	-2	3	-5	2	4	1	4	-5
CCOc1ccccc1C(=O)NCC(=O)OCc1c(C)noc1C	i	2	3	-10	-8	0	4	-1	-11
COc1cccc(OC)c1OCCCN1CCOCC1	i	-1	-4	-2	-6	-21	-2	-6	0
CC(=O)C1=C(C)Nc2ncnn2C1c1ccccc1F (configuration not stated)	i	-1	12	-5	-3	6	1	-15	10
COc1ccc(CCNC(=O)C(=O)NCC2OCCN2S(=O)(=O)c2ccc(Br)cc2)cc1OC (configuration not stated)	i	0	-12	-9	-7	-2	-6	1	-9
COc1cccc(N2CC(NC(=O)c3ccc4ccccc4c3)CC2=O)c1 (configuration not stated)	i	-5	5	-2	32	3	5	2	-16
Cc1cccc(N2N=C(C(=O)N3Cc4ccccc4CC3C(N)=O)CCC2=O)c1 (configuration not stated)	i	0	14	-2	-3	-11	1	13	11
Cn1c(SCC(=O)NCc2ccc3c(c2)OCO3)nc2scc(-c3cccs3)c2c1=O	i	-3	-3	-5	14	5	-8	4	22
CC(C)c1nc2ccc(NC(=O)C3CCCCC3)cc2[nH]1	i	-1	1	-3	-3	-7	4	9	-2
COc1ccc(C(=O)N(CN2CCCC2=O)c2nccs2)cc1OC	i	-4	-10	-15	-9	8	6	4	-10
O=C(CSc1nc2nc(-c3cccs3)cc(C(F)(F)F)c2c(=O)[nH]1)Nc1ccc(F)c(F)c1	i	-1	-34	-2	37	-3	-13	-35	4
COC(=O)Cc1cc(=O)[nH]c(Nc2nc3ccccc3o2)n1	i	4	-15	-5	-8	-4	0	2	-4
O=C(O)COc1ccccc1C(Nc1cccnc1)c1cc(Cl)c2cccnc2c1O (configuration not stated)	i	2	-52	-7	11	13	3	32	17
Cc1cc(NC(=O)CN2CCC(O)(c3cccc(F)c3)CC2)no1	i	0	-8	-3	-5	1	6	4	0
Nc1nc(SCC(=O)Nc2cccnc2Cl)n[nH]1	i	-1	2	-1	-2	4	3	9	6
Cc1c(-c2ccccn2)c(=O)[nH]n1-c1ccc(F)cc1	i	0	-1	-1	0	-1	2	-3	9
Cc1ccc(-c2nnc(-n3nnc4ccccc43)c3ccccc23)cc1	i	3	3	-1	4	-5	-3	-15	10
CCCCn1nnnc1C(c1cc2ccccc2o1)N1CCN(c2ccccc2F)CC1 (configuration not stated)	i	.	12	-9	25	-7	-7	.	29
COc1cccc(-c2cc(C(=O)N3CCN(C(=O)c4ccco4)CC3)[nH]n2)c1	i	2	4	-8	-3	11	-3	-4	-6
CC(=O)c1ccc(OCCCC(=O)Nc2ccc(C)c(S(=O)(=O)N(C)C)c2)cc1	i	3	-3	1	0	-1	-5	6	1
O=C(CSc1nnc(Cc2cccs2)n1-c1ccccc1)NCc1ccc2c(c1)OCO2	i	0	2	-1	-1	12	1	-4	16
N#Cc1ccccc1OCCCNC1CCCC1	i	3	0	-3	-4	-10	1	-1	1
O=C(O)c1cc(-c2cccs2)nc2ccc(F)cc12	.	-6	-10	-3	-6	-7	-2	9	0
N=C1/C(=C/c2ccc(OC(=O)c3ccco3)cc2)C(=O)N=C2SC=CN12	i	-1	-31	-1	1	-7	-2	-27	13
CCCNC(=O)C1(C)CCCN(C(=O)c2cc(F)ccc2C)C1 (configuration not stated)	i	3	1	-2	-8	-15	4	-16	1
O=C(Nc1ccc(Br)cc1)N1CCCCCCC1	i	-3	-2	-3	-4	-6	2	17	1
O=c1cc[nH]c2c(Cl)cccc12	i	-2	-5	0	-2	9	-2	-2	21
CCc1c(C)[nH]c2ccc(C)cc2c1=O	i	0	4	-6	-7	-1	4	6	-22
CCn1c(C)nc2cc(S(=O)(=O)C(F)(F)F)ccc21	i	5	1	-2	5	-9	9	10	9
OC1(c2ccc(Cl)cc2)CCN(Cc2nc(-c3cnccn3)no2)CC1	i	-2	-6	-4	-4	-1	0	3	-5
CC1CCc2c(sc3nc(CSc4nnnn4C)[nH]c(=O)c23)C1 (configuration not stated)	i	1	-20	-3	-5	-15	-5	-33	3
COCCCNC(=O)Cn1cc(C(=O)C2CC2)c2ccccc21	i	-3	4	0	-4	3	-3	6	20
c1coc(-c2nnc3sc(Cc4cccs4)nn23)c1	i	2	-14	-8	-3	-9	-4	-20	4
CS(=O)(=O)n1nc(OC(=O)c2cccc3ccccc23)cc1N	i	-12	-6	-8	10	11	-5	-10	7
CNC(=O)c1ccc(NC(=O)CC23CC4CC(CC(C4)C2)C3)cc1	i	1	0	-8	4	6	-2	-17	-4
O=C1Nc2c(c(=O)[nH]c(=O)n2-c2ccccc2)C(C(F)(F)F)(C(F)(F)F)N1	i	1	2	-3	-8	4	2	-4	-14
CCCNC(=O)CN(c1ccc(F)c(Cl)c1)S(C)(=O)=O	i	-2	5	-4	-10	-5	3	-14	13
COc1cccc(NC(=O)C2CCC2)c1	i	0	2	-1	-9	5	0	13	34
Cc1cccc(N(Cc2cc3ccccc3[nH]c2=O)S(C)(=O)=O)c1	i	0	10	-3	-2	-1	0	11	12
O=C(NNS(=O)(=O)c1ccccc1[N+](=O)[O-])c1cc2ccccc2cc1O	i	0	23*	-2	0	0	-1	0	1
Cc1ncsc1CCSc1n[nH]c(=O)n1-c1ccccc1	i	1	-12	-2	-3	0	-4	-12	-6
O=c1c2ccccc2nc2ccc(NCc3ccco3)nn12	+	-7	-12	-1	-9	18	-8	81	9
CCSc1ccccc1C(=O)N1CCCC1	i	0	-2	-2	-4	1	1	9	-7
CC(=O)NC(Cc1c[nH]c2ccccc12)C(=O)OCC(=O)Nc1ccc2c(c1)OCO2 (configuration not stated)	i	-8	5	-2	0	-15	-2	-84	12
O=C(Nc1nncs1)C1(c2ccccc2)CCCC1	i	1	7	-1	2	-7	-4	-13	-23
CCOc1ccc(C(=O)OCC(=O)c2c(N)n(C)c(=O)n(C)c2=O)cc1OCC	i	-3	16	0	-18	-3	1	0	32
Cc1onc(-c2ccccc2)c1C(=O)N[C@@H]1C(=O)N2C1SC(C)(C)[C@@H]2C(=O)O (some centres not stated)	i	2	-6	0	-5	-12	1	-7	6
CN(C(=O)Cn1nc(Cl)ccc1=O)C1CCCN(Cc2ccccc2F)C1 (configuration not stated)	i	1	-7	-6	-2	-5	1	0	-4
COc1cc(C(O)c2nc(-c3ccccc3C)cs2)ccc1F (configuration not stated)	i	-1	3	-2	6	-5	-3	-2	6
COc1ccc(NC(=O)CN(C)S(=O)(=O)c2ccc(Cl)cc2)c([N+](=O)[O-])c1	i	-3	-56	-4	-5	0	2	-11	1
O=C(C[n+]1ccccc1)N/N=C/c1ccc(Br)cc1	i	1	-6	-8	0	-10	-3	-2	-11
CCOc1cccc2sc(N(CCN(C)C)C(=O)c3ccc(Br)s3)nc12	i	-3	-1	0	-4	-4	1	1	9
N#Cc1ccccc1OCC(=O)Nc1ccc(N2CCOCC2)cc1N1CCOCC1	i	-1	-2	-2	4	-9	-1	-1	-1
COc1ccccc1N1CCN(C(=O)c2cn(C)c3ccc(S(=O)(=O)N4CCOCC4)cc3c2=O)CC1	i	-1	15	1	-5	-11	3	12	8

A run of entries of the results above, as a working copy:
SMILES	Neddyl block	Rin1 Abl inh	CendR NRP1 mod	MsrA act	FAS TE block	eLon inh	MT1-MMP act inh	MLLE-PAM2 inh	SKN-1 block
CCSc1ccccc1C(=O)N1CCCC1	i	0	-2	-2	-4	1	1	9	-7
CC(=O)NC(Cc1c[nH]c2ccccc12)C(=O)OCC(=O)Nc1ccc2c(c1)OCO2 (configuration not stated)	i	-8	5	-2	0	-15	-2	-84	12
O=C(Nc1nncs1)C1(c2ccccc2)CCCC1	i	1	7	-1	2	-7	-4	-13	-23
CCOc1ccc(C(=O)OCC(=O)c2c(N)n(C)c(=O)n(C)c2=O)cc1OCC	i	-3	16	0	-18	-3	1	0	32
Cc1onc(-c2ccccc2)c1C(=O)N[C@@H]1C(=O)N2C1SC(C)(C)[C@@H]2C(=O)O (some centres not stated)	i	2	-6	0	-5	-12	1	-7	6
